Screening data from PubChem BioAssay.
HT1080 cytotoxicity – HT1080 cell viability loss – fluorescence readout (AID 620). HT1080 viability, fluorescence; higher % means a stronger effect. cytotoxicity, % at 10 µM; hits with a dose series show EC50 in µM. actives 0.42% (n = 87,000); in the data active means cytotoxicity above about 50%;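 further: cells exposed to compound overnight then 4 h with Alamar Blue; 0% = vehicle DMSO and 100% = killing control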
Numbers without * were called inactive. Not all compounds are listed (hit frequency here may not be typical).

| SMILES | HT1080 cytotoxicity |
| --- | --- |
| O=C(NC1CCCCC1)C(c1ccncc1)N(Cc1ccc2c(c1)OCO2)C(=O)C(F)(F)F (stereo unspecified) | -6% |
| CCN(CC(=O)NCc1ccc(F)cc1)Cc1nc2cc(Cl)ccc2c(=O)[nH]1 | -1% |
| COc1ccc(Cn2nnnc2C(c2cccs2)N2CCCCCC2)cc1 (stereo unspecified) | -13% |
| O=C(Cc1c(O)c2ccccc2[nH]c1=O)NCc1ccccc1 | 10% |
| COc1ccc(NC(=O)CC2COc3ccccc3O2)c(OC)c1 (stereo unspecified) | -12% |
| COc1ccccc1CNC(=O)CCS(=O)(=O)c1cccc2nonc12 | -7% |
| Cc1ccc(NC(=O)C(=O)c2c(-c3ccccc3)cc3ccccn23)cc1S(=O)(=O)N1CCOCC1 | 9% |
| COc1cc2[nH]c(=O)n(Cc3ccc(C(=O)NCCCN4CCN(C)CC4)cc3)c(=O)c2cc1OC | 4% |
| Cc1ccc(NC(=O)C2(S(=O)(=O)c3ccc(C)cc3)CC2)cc1 | -12% |
| CCSc1cnn(-c2ccccc2)c(=O)c1SCC | 3% |
| Cc1cc(C(=O)NN)c2cc(Br)ccc2n1 | -12% |
| CCOc1ccc2[nH]c(=S)[nH]c2c1 | -2% |
| Cc1cc(C)c2c(=O)[nH]c(SCC(=O)NCc3ccccc3)nc2n1 | 17% |
| CCNC(=O)CC1C(=O)N(c2ccc(C)cc2)C(=O)N1CCc1ccc(OC)c(OC)c1 (stereo unspecified) | 28% |
| O=C(OCCN1CCOCC1)c1cccs1 | -12% |
| CCN(CC)S(=O)(=O)c1cccc2cccnc12 | -9% |
| Cc1c(C)n(C(=O)CN2CCN(c3ccccc3)CC2)c2ccccc12 | 4% |
| N#CCN1C(=S)N=C(Nc2cccc(Cl)c2)C12CCCCC2 | 13% |
| Cc1ccc(C2=N/C(=C\N3CCCCC3)C(=O)O2)cc1 | -11% |
| Cn1c(-c2ccccc2Br)n[nH]c1=S | -2% |
| CC1=CCC(C(=O)O)(C(=O)N/N=C/c2cccs2)C(c2ccc(F)cc2)C1 (stereo unspecified) | 12% |
| O=C(NC12CC3CC(CC(C3)C1)C2)C1CC(=O)N(c2ccccc2)C1 (stereo unspecified) | -3% |
| CSC1=N/C(=C\c2ccc(F)cc2)C(=O)S1 | -18% |
| CCC(C)c1ccc(OCC(=O)Nc2ccc(Cl)cn2)cc1 (stereo unspecified) | -3% |
| CC1CCC2(CC1)NC(=O)N(CC(=O)c1ccc[nH]1)C2=O (stereo unspecified) | 1% |
| CCOC(=O)c1cc2c(ccn2C)n1Cc1cc(C)ccc1C | -23% |
| O=C(Nc1ccc2c(c1)Cc1ccccc1-2)c1ccc(Br)o1 | -4% |
| O=C(Nc1nc2ccc(F)cc2s1)C1CCCO1 (stereo unspecified) | -7% |
| CCn1c(SCC(=O)NC2CCCCC2)nnc1-c1cc2cccc(OC)c2o1 | -12% |
| COC(=O)c1ccc(-c2ccco2)n1Cc1ccccc1Cl | -19% |
| N#Cc1ccc(C(=O)Nc2ccc(S(=O)(=O)NC3=NCCCCC3)cc2)cc1 | -9% |
| C=CCn1c(COc2ccccc2-c2ccccc2)nnc1SCC(=O)NC(=O)NCc1ccco1 | 4% |
| Cc1[nH]c2ccc(OC(=O)N3CCOCC3)cc2c1C(=O)OC(C)C | -7% |
| O=S1(=O)N=C(Nc2nncs2)c2ccccc21 | 12% |
| Cc1nnc(SCC(=O)Nc2ccc(N3CCOCC3)cc2)n1-c1ccccc1 | -10% |
| CCC(C)NC(=O)C1CCN(c2nc(OC)nc(OC)n2)CC1 (stereo unspecified) | -11% |
| Cc1nn2c(NCCOCCO)c3c(nc2c1-c1ccccc1)CCCC3 | -10% |
| O=C(Nc1ccccc1F)c1cc2nc(C(F)F)cc(C(F)F)n2n1 | 2% |
| CCC(CC)NC(=O)Cc1ccccc1OC | 36% |
| Cc1nn(-c2ccccc2)c(Cl)c1C(=O)NCC(C)C | 3% |
| Cc1cc(Nc2ccccc2)nn1C(=O)c1ccc(Cl)cc1 | 13% |
| CCOc1ccc2c(c1)C(C)=CC(C)(C)N2C(=O)Nc1ccccc1 | 4% |
| CCOc1ccc(-n2cc(C(=O)Nc3ccc(Cl)cn3)c3cc(OC)c(OC)cc3c2=O)cc1 | 19% |
| CCCCN(CC)CCNC(=O)c1[nH]c(C)c(C(C)=O)c1C | 1% |
| CCCC(=O)C1C(=O)CC(CC(C)SCC)CC1=O (stereo unspecified) | -3% |
| Clc1ccc2c(c1)C(N1CCNCC1)Cc1ccccc1S2 (stereo unspecified) | 40% |
| COc1ccc(OC)c(C(=O)N2CCC(C(=O)c3ccc(F)cc3)CC2)c1 | 10% |
| Cc1cc2nc(CCN3CCOCC3)n(S(=O)(=O)c3ccc(C(C)(C)C)cc3)c2cc1C | 20% |
| Cc1ccc(CNS(=O)(=O)N(C)C)cc1 | 11% |
| CC(C)n1cc(NC(=O)C2CC(c3cccc(Br)c3)=NO2)cn1 (stereo unspecified) | -9% |
| COc1cc2c(cc1NC(=O)c1ccncc1)oc1ccccc12 | 10% |
| O=C(CSCc1ccc(Cl)cc1)Nc1nccs1 | -5% |
| Cc1cc(Cl)ccc1OCC(=O)NC1CCCC1 | -13% |
| O=C1C(NS(=O)(=O)c2cccs2)=C(N2CCN(c3ccccc3)CC2)C(=O)c2ccccc21 | -22% |
| CCOC(=O)c1nn(-c2cccc(Cl)c2)c2nc(CC(C)C)c(C#N)c(=O)n12 | -6% |
| CCOc1cc(/C=N\O)cc(Cl)c1OCC | -2% |
| Cc1cc2oc(=O)cc(CSc3nnc(C)n3N)c2cc1C(C)C | -10% |
| c1ccc(-c2csc(N3CCOCC3)n2)cc1 | -12% |
| O=C(Nc1ccccc1N1CCN(C(=O)c2ccccc2)CC1)c1cc(Br)ccc1Cl | -1% |
| Clc1ccc(Cl)c(Oc2ccc(Oc3nc(Cl)ccc3Cl)cc2)n1 | -11% |

Other entries follow:
| SMILES | HT1080 cytotoxicity |
| --- | --- |
| COc1ccc(C(=O)n2nc(C)c(Br)c2C)cc1 | -14% |
| O=C(Cc1ccccc1)Nc1ccccc1C(=O)O | 0% |
| COn1c(-c2ccccc2)nc2c1CCc1nonc1-2 | -8% |
| Cn1c(CCc2ccccc2)nnc1SCC(=O)N1CCOCC1 | 0% |
| CCCCCCN(C(=O)CCCCCN1C(=O)NC(C2CCCCC2)C(C(=O)OCc2ccccc2)=C1C)C(C(=O)NCCCC)c1ccc(OCC(=O)OC)c(C(=O)OC)c1 (stereo unspecified) | 0% |
| O=C(CSc1ncnc2nc[nH]c12)c1ccccc1 | -4% |
| COC(=O)[C@@]1(Cc2ccc(F)cc2)[C@H]2c3cc(C(=O)N4CCCC4)n(CCc4c[nH]c5ccc(OC)cc45)c3C[C@H]2CN1C(=O)c1ccccc1 | -14% |
| Cc1cccn2c(=O)c(C=O)c(N3CCCCCC3)nc12 | 1% |
| O=C(CSc1nnc2ccccn12)Nc1ncc(Cl)cc1Cl | -5% |
| Cc1ccc(S(=O)(=O)N(C)CC(=O)N2CCCC2)cc1 | -11% |
| O=C(O)c1c(Cl)c(Cl)c(Cl)c(Cl)c1C(=O)N1CCCC1 | 21% |
| COc1ccc(NC(=O)c2ccc3snnc3c2)cc1 | 15% |
| Cc1cc(C)cc(N(CC(=O)NCc2ccco2)C(=O)c2snc(C(N)=O)c2N)c1 | 4% |
| CCOC(=O)N1CCN(C(=S)NC(C)(C)C)CC1 | -6% |
| CCOC(=O)c1sc(NS(=O)(=O)c2cc(C)ccc2C)nc1C | -4% |
| Cc1nn(C)cc1CNC(=O)COc1ccc(Cl)cc1Cl | -5% |
| O=C1CC(O)(c2ccccc2)C(c2ccccc2)=C1c1ccccc1 (stereo unspecified) | -9% |
| COc1ccc(NS(=O)(=O)CC23CCC(CC2=O)C3(C)C)cc1 (stereo unspecified) | -9% |
| O=C(Cc1ccccc1)n1nc(-c2ccco2)nc1SCc1ccccc1 | 4% |
| Cn1c(-c2ccccc2O)cc2ccccc21 | -14% |
| CCOC(=O)c1c(NC(=O)CCCN2CCOCC2)sc2c1CC(C)(C)OC2 | -6% |
| O=C(NC1CCS(=O)(=O)C1)Oc1ccc(Cl)cc1 (stereo unspecified) | -5% |
| O=C(CCN1C(=O)COc2ccccc21)N1CCCCC1 | 0% |
| O=[N+]([O-])c1ccc(NCCNc2ccc(Cl)nn2)cc1 | 0% |
| CCN(CC)Cc1c(CC(C)C)oc(C)c1C(=O)O | 24% |
| CCOC(=O)CCC(=O)N1CCOCCOCCOCC1 | -2% |
| O=C(NCc1ccco1)c1nc2c(nnn2Cc2ccccc2Cl)c(=O)[nH]1 | 9% |
| Cc1ccc(NC2=Nc3ccccc3N3C2=Nc2c(c(C)nn2-c2ccccc2)C3c2ccc(O)c(O)c2)cc1 (stereo unspecified) | 1% |
| CCOC(=O)C1C(=O)OC(C)(C)C1C(C)C(=O)c1ccc(C)cc1 (stereo unspecified) | 0% |
| Cc1ccc(S(=O)(=O)N2CCN(C(=O)c3cc4c(C)nn(-c5ccccc5C)c4s3)CC2)cc1 | -24% |

A draw from above in order of molar mass, largest number first.
| SMILES | HT1080 cytotoxicity |
| --- | --- |
| CCOC(=O)c1c(NC(=O)CCCN2CCOCC2)sc2c1CC(C)(C)OC2 | -6% |
| O=C(NCc1ccco1)c1nc2c(nnn2Cc2ccccc2Cl)c(=O)[nH]1 | 9% |
| O=C(NC1CCS(=O)(=O)C1)Oc1ccc(Cl)cc1 (stereo unspecified) | -5% |

Going on with the list.
| SMILES | HT1080 cytotoxicity |
| --- | --- |
| Cc1cc(/C=N/n2cnnc2)c(C)n1-c1ccc(OCc2ccc(Cl)cc2)cc1 | -1% |
| CSc1nc(-c2ccc(Cl)cc2)nn1S(=O)(=O)c1ccccc1 | 1% |
| C=C(Br)Cn1c(CC)nc2ccccc21 | -8% |
| Cc1ccc[n+](/C(C(=S)NCc2ccco2)=C(/[O-])c2ccccc2Cl)c1 | 3% |
| Brc1ccc2[nH]c3c(N4CCc5ccccc5C4)ncnc3c2c1 | -13% |
| CCOC(=O)c1sc2nc(CC(=O)OC)nc(NCCN(CC)CC)c2c1C | 7% |
| CSc1ccc(NC(=O)NCCN2CCc3ccccc3C2)cc1 | -2% |
| COc1ccc(S(=O)(=O)Nc2ccc(NC(C)=O)cc2)cc1 | -5% |
| CCC(=O)Nc1nnc(C)s1 | 5% |
| Cc1occc1-c1nnc(SCC(=O)N(C)C)o1 | -2% |
| CCN(C(=O)Cn1c(=O)oc2ccccc21)C1CCS(=O)(=O)C1 (stereo unspecified) | -9% |
| O=C(CSc1nc(-c2ccco2)cc(C(F)(F)F)n1)N1CCN(c2ccc(Cl)cc2)CC1 | 3% |
| OC1C2(Cc3ccccc3)CN3CCN(C2)CC1(Cc1ccccc1)C3 (stereo unspecified) | -5% |
| O=C(C1CCCN(S(=O)(=O)c2cccc3nonc23)C1)N1CCN(c2ccccc2Cl)CC1 (stereo unspecified) | -8% |
| O=c1[nH]c2cc3c(cc2cc1CN(Cc1nnnn1C1CCCC1)C1CCCC1)OCCO3 | 18% |
| CCN(CC)CCCNC(=O)C1CCCN(c2nnc(N3CCCC3=O)s2)C1 (stereo unspecified) | 0% |
| CC1=C(OC(=O)c2ccccc2)C(C)(C)C(c2ccc(Br)cc2)OC1=O (stereo unspecified) | 0% |
| Cc1cc(Cl)c(S(=O)(=O)NCc2ccccc2)cc1OCC(N)=O | 5% |
| CC(=O)Nc1ccc(S(=O)(=O)N2CCN(CC(O)COc3ccc4ccccc4c3)CC2)cc1 (stereo unspecified) | 11% |
| CC(=O)N(/N=C1\Sc2ccccc2C1=O)c1cccc(C)c1 | -5% |
| CC(=O)Nc1ccc(S(=O)(=O)NC2(C(F)(F)F)C(=O)Nc3c2c(=O)[nH]c(=O)n3C)cc1 (stereo unspecified) | 0% |
| CC1CCCCN1C(=O)NC12CC3CC(CC(C3)C1)C2 (stereo unspecified) | -11% |
| Cn1cc(CNC(=O)C23CC4CC(CC(C4)C2)C3)cn1 | 8% |
| O=C(CCN1c2ccccc2Sc2ccccc21)Nc1ccccc1 | 2% |
| Cc1ccc2[nH]cc(CCNC(=O)Nc3ccccc3)c2c1 | -15% |
| CC1CCC(=NNC(=O)Cc2ccccc2)CC1 (stereo unspecified) | 6% |
| COc1ccccc1NC(=O)c1sc(NC(=O)c2ccco2)c(C#N)c1C | -13% |
| CCOc1ccc(NC(=O)CN(C)CC(=O)Nc2cccc(Cl)c2C)cc1OCC | -3% |
| CC12CC3CC(C)(C1)CC(CN1CCOCC1)(C3)C2 | -8% |
| CCOC(=O)c1ccc2c(c1)N(CC)/C(=C\C=C1/SC(=S)N(CC)C1=O)N2CC | -6% |

The closing 6 entries of the part before come first, to join the parts:
| SMILES | HT1080 cytotoxicity |
| --- | --- |
| Cc1ccc2[nH]cc(CCNC(=O)Nc3ccccc3)c2c1 | -15% |
| CC1CCC(=NNC(=O)Cc2ccccc2)CC1 (stereo unspecified) | 6% |
| COc1ccccc1NC(=O)c1sc(NC(=O)c2ccco2)c(C#N)c1C | -13% |
| CCOc1ccc(NC(=O)CN(C)CC(=O)Nc2cccc(Cl)c2C)cc1OCC | -3% |
| CC12CC3CC(C)(C1)CC(CN1CCOCC1)(C3)C2 | -8% |
| CCOC(=O)c1ccc2c(c1)N(CC)/C(=C\C=C1/SC(=S)N(CC)C1=O)N2CC | -6% |
| O=C(Nc1cccc(Cl)c1)Nc1cccc(Cl)c1 | -2% |
| CCN(CC)CCOC(=O)c1ccc(Cl)cc1 | -4% |
| CCOC(=O)C1CCCN(C(=O)COc2ccccc2O)C1 (stereo unspecified) | 9% |
| COc1cc2c(cc1NC(=O)CCCCCN1C(=O)CCC1=O)oc1ccccc12 | -1% |
| CCCC1(C(=O)OC)C=C2C(=C(C(C)C)C(=O)C2C)CN1 (stereo unspecified) | -3% |
| Cc1cc(C)c(S(=O)(=O)N2C=CC(C(F)(F)F)=NCC2)c(C)c1 | 4% |
| O=S(=O)(Nc1nc2ccccc2s1)c1ccc(Cl)s1 | -12% |
| COc1ccc(OC)c(NC(=O)Cc2coc3ccc4ccccc4c23)c1 | 2% |
| Cc1c(Br)cc(C(=O)N2CCCCCC2)c(C)c1C | -18% |
| Cc1ccc(S(=O)(=O)N(c2cccc(C)c2)C2CCS(=O)(=O)C2)cc1 (stereo unspecified) | -15% |
| CC(=O)Nc1ccc(S(=O)(=O)N2CCOCC2)cc1 | -2% |
| COc1ccc(C2c3c(ncn(CCN4CCOCC4)c3=N)Oc3ccc4ccccc4c32)cc1 (stereo unspecified) | 11% |
